# HIV Rev-RRE inh: inhibitors of HIV-1 Rev-RRE RNA interaction; inhibition, % at 8 µM; actives 0.79% (n = 97,000); Rev peptide-RRE RNA binding, FRET;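 active = inhibition above the screen-wide mean plus 3 SD, cut at about 35% in these data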;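 also: 0% = median DMSO wells and 100% = median Neomycin B control wells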
# Target sequence (P05866 whole entry, looked up): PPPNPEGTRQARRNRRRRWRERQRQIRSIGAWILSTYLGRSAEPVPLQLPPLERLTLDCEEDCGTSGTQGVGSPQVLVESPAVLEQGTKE
#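 Test system: labelled RRE RNA duplex and labelled Rev peptide. Times: 5 min compound–RNA preincubation, then 15 min with peptide, 25 °C. Doses: single-dose 8 µM. Measured by: FRET, excitation 480 nm, emission 540 nm donor and 671 nm acceptor. Measure: % inhibition of FRET ratio versus controls.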
# PTPN22 inh 2: inhibitors of human LYP (PTPN22) phosphatase | actives 0.21% (n = 96,000) | Q9Y2R2 | recombinant LYP catalytic domain, DiFMUP fluorescence | inhibition, % at 2 µM;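 active = inhibition at 2 µM at or above a set limit, the screen mean plus 3 SD, cut at about 24% in these data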;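 also: 0% = DMSO with enzyme and 100% = enzyme fully blocked by orthovanadate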
# CYP2C9 activ: activators of human CYP2C9; P11712; recombinant CYP2C9, luciferin-H conversion, luminescence; hits give high values; factor 1 = untreated enzyme, 0 = blocked; activation factor at 5 µM; actives 1.4% (n = 96,000); AID 1024;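 active = activation factor of 2 or more for CYP2C9 at a 5 µM dose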;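 also: 0 = sulfaphenazole-blocked wells and 1 = vehicle-only wells; values of inactives mirror those of a sister screen read the other way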
# EphB4 antag: blocks human EphB4 binding to ephrin-B2; inhibition, % at 7 µM; actives 0.15% (n = 97,000); EphB4 LBD / TNYL-RAW-Alexa532 peptide, fluorescence polarization;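 active = inhibition above the screen-wide mean inhibition plus 3 SD, cut at about 15% in these data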;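 also: 0% = DMSO wells and 100% = excess unlabeled TNYL-RAW peptide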
# Target sequence (P54760 whole entry, looked up, the tested form may be a part): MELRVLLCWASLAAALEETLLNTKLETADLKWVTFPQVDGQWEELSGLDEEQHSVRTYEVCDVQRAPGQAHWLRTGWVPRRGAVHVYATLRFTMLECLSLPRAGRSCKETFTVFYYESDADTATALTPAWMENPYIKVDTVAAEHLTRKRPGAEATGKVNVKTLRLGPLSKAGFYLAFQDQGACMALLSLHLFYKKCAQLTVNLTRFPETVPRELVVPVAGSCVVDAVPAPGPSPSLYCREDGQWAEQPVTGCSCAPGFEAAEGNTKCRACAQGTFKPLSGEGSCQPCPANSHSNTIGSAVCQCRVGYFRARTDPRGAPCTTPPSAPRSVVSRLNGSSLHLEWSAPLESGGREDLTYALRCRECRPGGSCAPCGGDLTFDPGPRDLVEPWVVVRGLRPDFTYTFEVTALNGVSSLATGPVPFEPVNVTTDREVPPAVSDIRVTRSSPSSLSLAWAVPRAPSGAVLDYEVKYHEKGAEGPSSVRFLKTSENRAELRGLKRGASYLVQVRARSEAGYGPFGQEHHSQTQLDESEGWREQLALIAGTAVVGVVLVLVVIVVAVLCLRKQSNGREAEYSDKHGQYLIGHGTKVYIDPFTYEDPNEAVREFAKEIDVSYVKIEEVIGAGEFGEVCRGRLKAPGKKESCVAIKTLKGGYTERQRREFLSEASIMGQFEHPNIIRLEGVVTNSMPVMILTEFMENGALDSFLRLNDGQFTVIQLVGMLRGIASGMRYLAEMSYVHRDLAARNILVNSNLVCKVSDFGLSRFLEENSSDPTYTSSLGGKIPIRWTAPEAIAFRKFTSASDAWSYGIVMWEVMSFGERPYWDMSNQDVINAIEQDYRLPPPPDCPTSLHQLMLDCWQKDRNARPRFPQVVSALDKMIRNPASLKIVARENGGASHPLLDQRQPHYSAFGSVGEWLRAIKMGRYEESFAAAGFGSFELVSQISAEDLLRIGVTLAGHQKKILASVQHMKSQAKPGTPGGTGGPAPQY
# LYP act: increases human PTPN22 phosphatase activity; Q9Y2R2; recombinant LYP, DiFMUP fluorescence; 0 = plate median, 100 = signal doubled; activation, % at 2 µM; actives 0.11% (n = 96,000);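 active = activation at 2 µM above a set limit, the mean plus 5 SD, cut at about 37% in these data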
# CYP2C9 inhib: blocks human cytochrome P450 2C9 | CYP2C9 Supersomes, luciferin-H conversion, luminescence | inhibition, % at 5 µM | actives 20% (n = 96,000);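 active = blocking of liver enzyme CYP2C9 beyond about 50% at 5 µM, limit read from the data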; also: values of inactives mirror those of a sister screen read the other way
# PLK1 PBD inh: inhibitors of human Plk1 polo box domain binding | P53350 | Plk1 PBD phosphopeptide binding, fluorescence polarization | inhibition, %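 (tested at about 20 µM)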 | actives 0.13% (n = 97,000); in the data active = inhibition above about 34%, passing the limit was not always enough
# PLK1 inh: PLK1 (human) kinase inhibition. P53350. recombinant PLK1 kinase, TR-FRET peptide phosphorylation. inhibition, % at 10 µM. actives 0.53% (n = 97,000). AID 619;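 active = inhibition of 50% or more in the single-concentration screen; inactive = inhibition below 50%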;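 also: 0% = DMSO max control and 100% = H-89 dihydrochloride min control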
# Candida biofilm: kills Candida albicans biofilms. C. albicans biofilm + clotrimazole, Alamar Blue. inhibition, % at 6 µM. actives 0.14% (n = 85,000). AID 834;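 active = inhibition above 20%; inactive = inhibition below 20%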;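 also: preformed 24 hr biofilms exposed to compound for 48 hr; 0% = biofilm without compound and 100% = blank killed by clotrimazole plus chlorhexidine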
# Active calls of the source: *; nt = no result given.
[1] COc1cc(C2C(C(=O)c3ccc(C)o3)=C(O)C(=O)N2c2cc(C)on2)cc(Br)c1O (stereo not drawn)
[2] COc1ccc(S(=O)(=O)n2nc(OC(=O)c3c(-c4ccccc4Cl)noc3C)cc2N)cc1
[3] COc1cc(NC(=O)Cc2c(C(=O)O)[nH]c3ccccc23)cc(OC)c1OC
[4] N#Cc1c(N)n[nH]c1-c1cc2c([nH]1)CCCC2
[5] OC(COc1ccc2cc(Br)ccc2c1)CN1CCOCC1 (stereo not drawn)
[6] O=C(OCC(=O)c1ccc(Cl)cc1Cl)c1ccc2c(c1)C(=O)N(c1cccc3ncccc13)C2=O
[7] Cc1cc(C)c2c(c1)/C(=C/C(=O)c1ccc(Br)s1)C(=O)N2
[8] O=C(NCCc1ccccc1)c1ccc(CS(=O)(=O)Cc2ccccc2F)o1
Screen / compound no.	1	2	3	4	5	6	7	8
HIV Rev-RRE inh	0.5	5.5	3.4	2.1	0.8	4.5	10.4	2.8
PTPN22 inh 2	0.1	-5.0	-0.1	-1.2	5.0	-0.4	-5.2	4.0
CYP2C9 activ	0.3	0.1	0.8	nt	nt	0.6	0.8	0.7
EphB4 antag	-3.1	-2.1	1.7	-3.7	10.8	3.1	2.4	2.2
LYP act	6.3	3.3	-2.0	0.6	-8.3	4.6	2.6	-3.7
CYP2C9 inhib	65.6*	94.2*	23.2	nt	nt	37.8	22.6	26.8
PLK1 PBD inh	-15.2	3.8	-26.0	3.4	-6.0	8.7	14.2	-15.2
PLK1 inh	-4.7	1.2	-10.3	-6.2	-14.7	-5.2	-3.9	-12.5
Candida biofilm	6.0	0.6	nt	nt	7.2	nt	5.7	1.6

[9] COc1cc(CN2C(=O)C(NC(=O)c3ccco3)(C(F)(F)F)C3=C2CC(C)(C)CC3=O)cc(OC)c1 (stereo not drawn)
[10] CC(c1ccco1)N(C(=O)c1ccc(C#N)cc1)c1ccccn1 (stereo not drawn)
[11] O=C1OCCC1Sc1nnc(-c2cccc(Br)c2)o1 (stereo not drawn)
[12] Cc1ccc(C(=O)/C=C/c2c(C)nn(-c3ccccc3)c2Cl)cc1
[13] COc1ccc(Cn2c(-c3ccco3)nc3oc4ccccc4c(=O)c3c2=O)cc1
[14] CCCCOC(=O)Nc1nnc(-c2ccccc2OC)s1
[15] COc1cc(NC(=O)C2CCCC2)c(OC)cc1Cl
[16] CCSc1nnc(NC(=O)CCc2ccccc2)s1
Screen / compound no.	9	10	11	12	13	14	15	16
HIV Rev-RRE inh	-0.8	5.0	1.4	7.0	10.4	5.4	-5.5	2.5
PTPN22 inh 2	5.5	12.5	-2.8	5.8	4.0	-4.8	-17.6	-12.7
CYP2C9 activ	0.4	0.9	0.9	0.1	0.8	4.2*	0.9	0.7
EphB4 antag	-1.4	3.7	-2.3	3.8	-0.1	-3.9	-8.9	-6.0
LYP act	-5.2	-9.8	1.6	-3.0	-4.7	2.7	14.1	9.8
CYP2C9 inhib	60.3*	6.9	7.7	90.4*	16.1	-323.3	9.3	33.1
PLK1 PBD inh	-1.8	-3.3	-13.2	-4.3	9.9	23.8	26.0	10.7
PLK1 inh	-6.0	0.7	-1.8	-3.7	-13.6	-8.2	-16.9	-6.7
Candida biofilm	10.0	nt	5.5	nt	4.5	2.3	-1.3	-4.8

[17] CCCCn1c(-c2ccc(Cl)cc2)nc2c(=O)n(C)c(=O)[nH]c21
[18] N#CCSc1nc2c(cc1C#N)CCCCCC2
[19] COC(=O)Cn1c(CCS(=O)(=O)c2ccc(Cl)cc2)nc2ccccc21
[20] COC(=O)c1cc(Br)c(=O)n(CCc2ccc(O)cc2)c1
[21] C=CCNc1nnc(C)c2ccccc12
[22] OC(CNCC1CCCO1)Cn1c2ccc(Br)cc2c2cc(Br)ccc21 (stereo not drawn)
[23] CCOC(=O)N1CCN(c2cc(=O)n(C3CCCCC3)c(=O)[nH]2)CC1
[24] O=C(c1ccc(-c2nnc(-c3ccccc3)o2)cc1)N1CCCCCC1
Screen / compound no.	17	18	19	20	21	22	23	24
HIV Rev-RRE inh	-0.1	5.2	8.2	5.5	2.3	10.0	2.7	3.2
PTPN22 inh 2	3.0	2.8	11.2	3.5	11.0	-2.8	-9.8	5.9
CYP2C9 activ	0.9	0.7	0.9	0.9	1.2	nt	0.9	0.7
EphB4 antag	-1.9	-0.9	-3.7	-2.6	-1.1	7.2	4.0	1.5
LYP act	-4.4	-0.9	-10.4	-0.7	-12.3	-2.9	6.9	-5.4
CYP2C9 inhib	14.1	30.4	9.8	9.8	-15.2	nt	8.4	34.7
PLK1 PBD inh	18.1	10.5	29.0	1.6	15.6	24.6	-25.2	-6.3
PLK1 inh	-3.5	-5.2	-3.4	-2.9	5.8	-5.1	-8.8	-3.2
Candida biofilm	3.9	4.4	8.5	9.2	3.9	1.5	4.2	3.5

[25] CCSc1nc2c(c(=O)[nH]1)C(c1ccncc1)C(C(=O)OC)=C(C)N2 (stereo not drawn)
[26] COc1ccc(OCC(O)Cn2cnc(-c3ccc(Br)cc3)c2)cc1 (stereo not drawn)
[27] COC(=O)C1=C(O)C(C(=O)OC)C(c2ccc(C)cc2)C(C#N)(C#N)C1c1ccc(C)cc1 (stereo not drawn)
[28] COc1ccc(CCNC(=O)C(C)Sc2ccccc2)cc1OC (stereo not drawn)
[29] Cn1c(Cn2nnc3ccccc32)nnc1SCC(=O)N1c2ccccc2Sc2ccccc21
[30] CC(C)(C)c1ccc(OCCON2C(=O)CCC2=O)c(Cl)c1
[31] O=C(CSc1ncccn1)Nc1ccc(S(=O)(=O)N2CCCCC2)cc1
[32] CCOC(=O)CC1(C)NC(=O)c2c(C)sc(C(=O)OCC)c2N1 (stereo not drawn)
Screen / compound no.	25	26	27	28	29	30	31	32
HIV Rev-RRE inh	7.0	6.2	7.7	1.8	6.2	16.0	5.8	2.5
PTPN22 inh 2	5.9	-10.7	1.3	-11.2	-4.2	-1.2	8.7	-18.7
CYP2C9 activ	0.5	nt	nt	0.4	0.5	0.9	0.8	0.8
EphB4 antag	12.4	2.5	0.8	1.9	-1.6	5.0	-4.2	2.1
LYP act	-7.5	6.9	0.7	14.9	1.4	3.4	-11.7	17.4
CYP2C9 inhib	51.6*	nt	nt	63.8*	51.5*	7.6	24.0	23.4
PLK1 PBD inh	-5.2	26.4	4.9	-4.7	-11.9	-2.8	29.0	-3.0
PLK1 inh	2.7	-9.6	-11.5	-4.6	2.2	-45.3	1.0	4.1
Candida biofilm	-3.1	-2.7	5.9	nt	1.7	-1.4	5.7	6.2

[33] O=C(/C=C/c1ccc(F)cc1)NC(=S)Nc1ccccc1C(=O)NC1CCCCC1
[34] Cc1ccccc1NC(=O)COc1nsnc1N1CCOCC1
[35] CCN(CC)/C(=N/S(=O)(=O)c1ccc(C)cc1)c1ccccc1
[36] O=C(Nc1nnc(-c2ccccc2Cl)o1)c1nc2ccccc2s1
[37] O=C(CSc1n[nH]c(-c2cccs2)n1)N1CCN(S(=O)(=O)c2ccc3ccccc3c2)CC1
[38] Clc1ccc(-c2ccnc(Oc3ccc4ccccc4c3)n2)cc1
[39] COc1cccc(C(=O)N2CCN(C3CCC(c4ccccc4)CC3)CC2)c1OC (stereo not drawn)
[40] O=c1c2c3c(sc2nc2sc(CN4CCCCC4)cn12)CCCC3
Screen / compound no.	33	34	35	36	37	38	39	40
HIV Rev-RRE inh	2.2	6.8	8.2	-2.5	2.0	2.5	-2.8	8.6
PTPN22 inh 2	7.9	2.4	2.0	-26.9	-2.3	-2.4	-3.3	1.1
CYP2C9 activ	0.8	0.9	0.8	0.7	1	1	1.5	0.6
EphB4 antag	-1.1	4.1	2.3	-5.0	-3.9	3.4	-4.3	-2.2
LYP act	-6.3	1.3	-0.4	25.8	-0.7	6.6	1.0	1.8
CYP2C9 inhib	22.7	14.8	18.9	34.2	1.7	1.2	-51.0	40.3
PLK1 PBD inh	-1.0	10.3	-19.4	11.2	22.0	-41.3	2.3	-1.0
PLK1 inh	-10.7	-16.2	-10.5	-22.6	-13.3	-7.4	-9.6	-13.5
Candida biofilm	nt	0.8	1.1	6.6	3.5	nt	nt	4.1

[41] O=C(Oc1cccc2c(=O)[nH]ccc12)c1ccccc1
[42] Cc1nn(CCc2nn[nH]n2)c2nc(C(F)(F)F)cc(C(F)(F)F)c12
[43] COc1ccc(NC(=O)Nc2nccs2)cc1
[44] Cc1ccc(C(=O)NCCSc2ccccc2)cc1S(=O)(=O)Nc1ccccc1
[45] O=C1C2C3C=CC(C3)C2C(=O)N1/N=C/c1cn(Cc2ccc(F)cc2)c2ccccc12 (stereo not drawn)
[46] Cc1ccc(CNC(=O)CS(=O)Cc2nc(-c3ccccc3C)oc2C)cc1 (stereo not drawn)
[47] Cc1ccccc1CNS(=O)(=O)c1ccc2c(c1)OCCO2
[48] CC(=O)c1c(C(C)=O)c(C)n(NC(=O)c2ccccc2Cl)c1C
Screen / compound no.	41	42	43	44	45	46	47	48
HIV Rev-RRE inh	-1.2	5.4	6.6	10.5	1.3	4.4	-0.8	8.9
PTPN22 inh 2	2.0	-4.5	6.5	-2.1	4.0	0.9	1.4	-0.3
CYP2C9 activ	0.9	1	1.1	0.3	0.9	0.8	nt	1
EphB4 antag	-0.1	3.5	-5.7	-0.7	-10.2	6.3	3.5	7.0
LYP act	-3.9	4.2	-4.9	6.1	1.1	-3.7	2.0	0.1
CYP2C9 inhib	10.5	-2.2	-13.5	72.7*	5.1	23.7	nt	-0.9
PLK1 PBD inh	11.0	3.5	5.2	17.9	-1.7	6.3	4.0	-6.6
PLK1 inh	-9.3	2.2	3.8	-6.5	-1.7	-13.1	-20.1	-7.6
Candida biofilm	6.5	7.5	2.1	nt	nt	10.3	-1.5	3.2

[49] COc1ccc(-n2nc(C(=O)NCC(=O)NCC3CCCO3)c3ccccc3c2=O)cc1Cl (stereo not drawn)
[50] CCCS/C(N)=N/N=C/c1ccccc1O
[51] Cc1cccc2cc(CN(Cc3ccco3)C(=O)Nc3cccc(C#N)c3)c(Cl)nc12
[52] CCOCCCNS(=O)(=O)c1ccc2c(c1)oc(=O)n2CC(=O)OCC
[53] OCc1nc2ccccc2n1C/C=C/c1ccccc1
[54] Cn1cccc1Cc1nnc(SCC(=O)N2CCCCCC2)n1-c1ccc(F)cc1
[55] Cc1cc(C)cc(N(CC(=O)Nc2c(C)n(C)n(-c3ccccc3)c2=O)S(C)(=O)=O)c1
[56] CCC1=NN(C(=O)C(=O)Nc2ccccc2OC)C(O)(C(F)(F)F)C1 (stereo not drawn)
Screen / compound no.	49	50	51	52	53	54	55	56
HIV Rev-RRE inh	0.1	0.3	0.4	8.4	2.4	-5.8	-2.7	3.7
PTPN22 inh 2	-7.5	-8.3	-9.3	1.6	0.1	1.6	7.2	7.8
CYP2C9 activ	0.4	0.4	0.1	0.8	0.4	0.8	0.8	0.4
EphB4 antag	-7.5	-0.3	-10.2	6.0	-13.2	2.4	-2.3	10.6
LYP act	5.3	9.5	12.3	-4.7	0.4	-5.3	-6.7	-3.2
CYP2C9 inhib	60.5*	59.1*	95.0*	18.9	59.6*	21.0	16.3	61.9*
PLK1 PBD inh	11.4	-13.5	10.0	-20.2	5.7	3.0	15.6	-3.9
PLK1 inh	-8.8	-5.8	-10.1	-5.0	-4.5	-3.6	-3.4	-12.9
Candida biofilm	nt	10.7	nt	nt	5.3	-0.5	4.6	nt

# Entries listed above shown as hits in CYP2C9 activ.
nr	SMILES	HIV Rev-RRE inh	PTPN22 inh 2	CYP2C9 activ	EphB4 antag	LYP act	CYP2C9 inhib	PLK1 PBD inh	PLK1 inh
14	CCCCOC(=O)Nc1nnc(-c2ccccc2OC)s1	5.4	-4.8	4.2*	-3.9	2.7	-323.3	23.8	-8.2

# Some values from above:
# Candida biofilm with `CCCS/C(N)=N/N=C/c1ccccc1O` reads 10.7
# PLK1 inh with `Cc1cc(C)cc(N(CC(=O)Nc2c(C)n(C)n(-c3ccccc3)c2=O)S(C)(=O)=O)c1` reads -3.4

# Screens (PubChem)

# This is a random part of the collection; overall some 20% were active at least once.
